Y pestis TopoI – Yersinia pestis topoisomerase I inhibitors, primary screen, biochemical, cleavage product accumulation, plate reader, single point | DNA topoisomerase I (Yersinia pestis CO92) | Y. pestis Topo-I cleavage product accumulation | activity, % at 10 µM | actives 0.064% (n = 360,000) | AID 504884, 2011; in the data active = activity above about 50%, passing the limit was not always enough; inconclusive = no clear call, values can overlap the other calls; also: inactives centre near 2
BH1578 lux ind – inducers of Vibrio cholerae quorum light production without autoinducers, primary screen, BH1578 luxS cqsA deficient, single point. actives 0.16% (n = 350,000). V. cholerae BH1578 lux reporter, luminescence, 6 h. activation, % at 18.7 µM; in the data active = activation mostly above about 9.7%, no sharp cut-off; inconclusive = no clear call, values can overlap the other calls; inactive = mostly below about 3.7%; also: not every result past the cut was called active; inactives centre near 0; reference of the scale not given here
SSB-PriA inh – inhibitors of Klebsiella pneumoniae PriA binding to SSB C-terminal tail, primary screen, biochemical, AlphaScreen. AlphaScreen SSBct-PriA binding, biotinylated peptide. inhibition, % at 33 µM. actives 0.6% (n = 430,000). AID 1272365, 2023; in the data active = inhibition mostly above about 37%, no sharp cut-off; inactive = mostly below about 20%;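 also: plate controls were negative control peptide for no effect and reference peptide for full effect; strong numbers were not always called active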
Anthrax LF inh2 – Bacillus anthracis LF protease inhibitors, primary screen, biochemical, multiplex microsphere, MLPCN library; Lethal factor (Bacillus anthracis), P15917; multiplex microsphere protease cleavage assay; inhibition, % at 10 µM; actives 0.12% (n = 360,000); also: plate controls were buffer without enzyme for full effect and enzyme alone for no effect
Target sequence (P15917 whole entry, looked up): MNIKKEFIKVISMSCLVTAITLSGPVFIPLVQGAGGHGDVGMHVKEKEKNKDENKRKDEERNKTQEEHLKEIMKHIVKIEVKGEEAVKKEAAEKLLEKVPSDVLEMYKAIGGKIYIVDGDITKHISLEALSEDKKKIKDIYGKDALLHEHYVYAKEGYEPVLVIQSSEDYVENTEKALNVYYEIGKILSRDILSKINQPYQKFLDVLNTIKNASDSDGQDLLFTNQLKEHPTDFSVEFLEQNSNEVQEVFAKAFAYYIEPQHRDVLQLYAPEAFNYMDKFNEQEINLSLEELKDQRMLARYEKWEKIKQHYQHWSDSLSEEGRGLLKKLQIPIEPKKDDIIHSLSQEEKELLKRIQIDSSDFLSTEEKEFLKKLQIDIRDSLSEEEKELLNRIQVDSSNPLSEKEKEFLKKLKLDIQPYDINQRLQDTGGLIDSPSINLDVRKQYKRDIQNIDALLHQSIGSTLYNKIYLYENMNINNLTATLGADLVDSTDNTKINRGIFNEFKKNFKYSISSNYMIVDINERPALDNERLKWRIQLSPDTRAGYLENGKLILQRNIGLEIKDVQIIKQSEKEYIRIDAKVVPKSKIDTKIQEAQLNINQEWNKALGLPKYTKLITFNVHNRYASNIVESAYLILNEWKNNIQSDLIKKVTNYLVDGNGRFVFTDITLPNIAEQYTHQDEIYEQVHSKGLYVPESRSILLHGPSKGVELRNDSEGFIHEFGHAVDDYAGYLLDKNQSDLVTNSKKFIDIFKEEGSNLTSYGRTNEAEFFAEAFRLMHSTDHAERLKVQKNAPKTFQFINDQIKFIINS
PfHsp40 rescue – rescue of yeast from PfHsp40 toxicity, primary screen, S. cerevisiae, ATP luminescence. actives 0.68% (n = 340,000). S. cerevisiae expressing PfHsp40, growth rescue. growth rescue, % at 12.5 µM. AID 504582, 2011; in the data active = growth rescue above about 28%, passing the limit was not always enough; inconclusive = no clear call, values can overlap the other calls;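 also: yeast W303a lacking pdr1 and pdr3 grown in galactose medium; growth measured after three days at 30 °C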
BoNT-A LC inh2 – BoNT/A light chain protease inhibitors, primary screen, biochemical, flow cytometry, MLPCN library. multiplex microsphere protease substrate cleavage. actives 0.17% (n = 360,000). AID 588499, 2011. inhibition, % at 10 µM. Botulinum neurotoxin type A light chain protease (Clostridium botulinum A str. ATCC 3502); also: plate controls were buffer without enzyme for full effect and enzyme alone for no effect
3CLpro inhibitor – SARS-CoV 3CLpro protease inhibitors, primary screen, biochemical, quenched FRET. Replicase polyprotein 1ab (Severe acute respiratory syndrome coronavirus), P0C6X7. AID 1706, 2009. recombinant SARS-CoV 3CLpro, quenched FRET peptide cleavage. inhibition, % at 6 µM. actives 0.14% (n = 290,000); in the data active = inhibition above about 12%
PrPC TRFRET – inhibitors of human cell surface prion protein PrPC, primary screen, cell-based, TR-FRET | Major prion protein (Homo sapiens), P04156 | TR-FRET read-out | inhibition, % at 13.8 µM | actives 0.43% (n = 370,000); in the data active = inhibition above about 24%; also: 0% = median of the test wells and 100% = reference compound wells
TcdB GH inh – TcdB glycohydrolase inhibitors, primary screen, biochemical, single point, plate reader. AID 652162, 2013. inhibition, % at 9.99 µM. actives 0.24% (n = 350,000). TcdB glycohydrolase enzymatic assay; in the data active = inhibition above about 10%
* hit, by the source's call. Rule as the data show it, unless noted: active = inhibition above about 30%; inconclusive = no clear call, values can overlap the other calls; inactive = below that.

Start of the listing, in advance, 2 compounds:
For O=C(c1ccc(Br)o1)N1CCN(CCc2ccncc2)CC1 the results were Y pestis TopoI 0, BH1578 lux ind inactive, SSB-PriA inh -19, Anthrax LF inh2 -2, PfHsp40 rescue 2.5, BoNT-A LC inh2 0.3, 3CLpro inhibitor 0, PrPC TRFRET -5 and TcdB GH inh 0.5.
For O=c1c2cnn(-c3ccccc3)c2ncn1Cc1ccccn1 the results were Y pestis TopoI -10, SSB-PriA inh -11, Anthrax LF inh2 -7, PfHsp40 rescue 0.8, BoNT-A LC inh2 -1.3, 3CLpro inhibitor 0 and PrPC TRFRET 5.

This part in full, from the first entry:
For O=C(c1ccc(Br)o1)N1CCN(CCc2ccncc2)CC1 the results were Y pestis TopoI 0, BH1578 lux ind inactive, SSB-PriA inh -19, Anthrax LF inh2 -2, PfHsp40 rescue 2.5, BoNT-A LC inh2 0.3, 3CLpro inhibitor 0, PrPC TRFRET -5 and TcdB GH inh 0.5.
For O=c1c2cnn(-c3ccccc3)c2ncn1Cc1ccccn1 the results were Y pestis TopoI -10, SSB-PriA inh -11, Anthrax LF inh2 -7, PfHsp40 rescue 0.8, BoNT-A LC inh2 -1.3, 3CLpro inhibitor 0 and PrPC TRFRET 5.
CCn1nc(C)c(CN2CCCC(C(=O)c3cccc(OC(C)C)c3)C2)c1C (stereo not given) was read as Y pestis TopoI 6, BH1578 lux ind -0.3, SSB-PriA inh 4, Anthrax LF inh2 -1, PfHsp40 rescue -0.9, BoNT-A LC inh2 0.2, 3CLpro inhibitor 2, PrPC TRFRET 3 and TcdB GH inh -0.2.
For CN1CCN(c2ccc3c(c2)C2CC3CCN2C(=O)OCc2ccccc2)CC1 (stereo not given) the results were Y pestis TopoI 18, BH1578 lux ind -1.4, SSB-PriA inh 15, Anthrax LF inh2 2, PfHsp40 rescue -1.7, BoNT-A LC inh2 -0.6, PrPC TRFRET -15 and TcdB GH inh -0.8.
For CC(C)NC(=O)Cn1cc(C#N)c2cc(Br)ccc21 the results were Y pestis TopoI 3, BH1578 lux ind -0.3, SSB-PriA inh 9, Anthrax LF inh2 1, PfHsp40 rescue 1.5, BoNT-A LC inh2 0.0, 3CLpro inhibitor 2 and PrPC TRFRET 5.
For Cc1cc(SCC(=O)NN=C2CCN(C(C)C)CC2)c(C)cc1Br the results were Y pestis TopoI 2, BH1578 lux ind -5.1, SSB-PriA inh -7, Anthrax LF inh2 -3, PfHsp40 rescue -1.1, BoNT-A LC inh2 -0.8, 3CLpro inhibitor 8 and PrPC TRFRET 1.
For O=C(NCCc1c[nH]c2ccccc12)c1cncc(Br)c1 the results were Y pestis TopoI 1, BH1578 lux ind -0.5, SSB-PriA inh 16, Anthrax LF inh2 -2, PfHsp40 rescue 0.1, BoNT-A LC inh2 0.4, 3CLpro inhibitor 1, PrPC TRFRET 3 and TcdB GH inh -0.2.
Screening COCC(=O)N1CCC(Oc2ccc(C(=O)N3CCSCC3)cc2)CC1 returned Y pestis TopoI 10, BH1578 lux ind inactive, SSB-PriA inh -12, Anthrax LF inh2 -3, PfHsp40 rescue -1.6, BoNT-A LC inh2 2.5, 3CLpro inhibitor 3, PrPC TRFRET -3 and TcdB GH inh -0.6.
O=C(Cc1ccc(F)cc1)NCCc1cnc[nH]1 was read as Y pestis TopoI 0, BH1578 lux ind -0.3, SSB-PriA inh -1, Anthrax LF inh2 -7, PfHsp40 rescue -1.2, BoNT-A LC inh2 -0.7, 3CLpro inhibitor 6, PrPC TRFRET 8 and TcdB GH inh -0.6.
Screening Cc1cccc(C)c1NC(=O)N1CCN(c2nc3ccccc3s2)CC1 returned Y pestis TopoI 12, BH1578 lux ind inactive, SSB-PriA inh -11, Anthrax LF inh2 -2, PfHsp40 rescue 0.5, BoNT-A LC inh2 0.6, 3CLpro inhibitor -1 and PrPC TRFRET 2.
For CCOC(=O)c1c(NC(=O)C(=O)N/N=C(\C)c2ccc(OC)cc2)sc2c1CCCCC2 the results were Y pestis TopoI -2, BH1578 lux ind -0.3, Anthrax LF inh2 3, PfHsp40 rescue 0.0, BoNT-A LC inh2 0.7, 3CLpro inhibitor -1, PrPC TRFRET -1 and TcdB GH inh -0.2.
For O=C(COc1ccc2c(-c3ccccc3)cc(=O)oc2c1)Nc1ccc(CCO)cc1 the results were Y pestis TopoI 6, BH1578 lux ind -0.6, SSB-PriA inh -3, Anthrax LF inh2 0, PfHsp40 rescue -0.5, BoNT-A LC inh2 0.7, 3CLpro inhibitor 1, PrPC TRFRET -2 and TcdB GH inh -0.4.
Fc1ccccc1N1CC(c2ccccc2)C(c2cccs2)=N1 (stereo not given) was read as Y pestis TopoI -2, BH1578 lux ind -3.3, SSB-PriA inh -32, Anthrax LF inh2 2, PfHsp40 rescue -1.7, BoNT-A LC inh2 1.6, 3CLpro inhibitor -5 and PrPC TRFRET 0.
For O=C(O)COc1ccccc1/C=N/Nc1ccc(S(=O)(=O)N2CCOCC2)cc1[N+](=O)[O-] the results were Y pestis TopoI -9, BH1578 lux ind -0.4, Anthrax LF inh2 -6, PfHsp40 rescue 0.2, BoNT-A LC inh2 -0.1, 3CLpro inhibitor 6, PrPC TRFRET -42 and TcdB GH inh -3.0.
For CCOC(=O)c1c(CSC(=N)N)n(-c2ccccc2)c2cc(Br)c(OC(C)=O)cc12 the results were Y pestis TopoI 3, BH1578 lux ind -1.2, SSB-PriA inh 4, Anthrax LF inh2 -26, PfHsp40 rescue -1.2, BoNT-A LC inh2 inconclusive, 3CLpro inhibitor 1, PrPC TRFRET -2 and TcdB GH inh 2.6.
For Nc1nc(SCC(=O)N2CCCC2)[nH]c(=O)c1-c1ccccc1 the results were Y pestis TopoI 0, BH1578 lux ind inactive, SSB-PriA inh -16, Anthrax LF inh2 0, PfHsp40 rescue -0.6, BoNT-A LC inh2 0.1, 3CLpro inhibitor 3, PrPC TRFRET 3 and TcdB GH inh 0.2.
Screening O=C(NCCC1CCCCN1S(=O)(=O)c1cccs1)C(=O)NCc1ccccc1 (stereo not given) returned Y pestis TopoI 29, BH1578 lux ind inactive, SSB-PriA inh -2, Anthrax LF inh2 -2, PfHsp40 rescue -0.4, BoNT-A LC inh2 -1.9, PrPC TRFRET 5 and TcdB GH inh -0.9.
NS(=O)(=O)c1ccc(CCNC(=O)c2cc3ccccc3s2)cc1 was read as Y pestis TopoI -5, BH1578 lux ind inactive, SSB-PriA inh -14, Anthrax LF inh2 -10, PfHsp40 rescue 0.3, BoNT-A LC inh2 -0.5, 3CLpro inhibitor -4, PrPC TRFRET 6 and TcdB GH inh -0.6.
Screening NC(=O)C(c1ccc(Cl)cc1Cl)c1ncc(C(F)(F)F)cc1Cl (stereo not given) returned Y pestis TopoI 6, BH1578 lux ind inactive, SSB-PriA inh 7, Anthrax LF inh2 0, PfHsp40 rescue 1.0, BoNT-A LC inh2 inconclusive, 3CLpro inhibitor 0 and PrPC TRFRET -1.
CCOc1ccc(Br)cc1S(=O)(=O)Nc1ncn[nH]1 was read as Y pestis TopoI 7, BH1578 lux ind inactive, SSB-PriA inh -16, Anthrax LF inh2 -10, PfHsp40 rescue 0.2, BoNT-A LC inh2 -4.0, 3CLpro inhibitor -8, PrPC TRFRET 0 and TcdB GH inh -0.3.
COc1ccc(NC(=O)c2cc(=O)[nH]c3ccccc23)cc1S(=O)(=O)N1CCOCC1 was read as Y pestis TopoI 5, BH1578 lux ind -0.5, Anthrax LF inh2 -9, BoNT-A LC inh2 -0.2, PrPC TRFRET 9 and TcdB GH inh -6.1.
For O=C(c1ccccc1)n1c(=S)nc2ccccn21 the results were Y pestis TopoI 1, BH1578 lux ind -5.9, SSB-PriA inh 1, PfHsp40 rescue -1.9 and PrPC TRFRET 5.
COc1ccccc1-n1ccn(CC(=O)Nc2ccc(C)cc2Cl)c(=O)c1=O was read as Y pestis TopoI 6, BH1578 lux ind -2.9, SSB-PriA inh -4, Anthrax LF inh2 -4, PfHsp40 rescue -0.1, BoNT-A LC inh2 0.0, PrPC TRFRET -7 and TcdB GH inh -0.7.
Screening O=C(NN1C(=O)/C(=C/c2cccc(O)c2)SC1=S)c1ccccc1O returned Y pestis TopoI -6, BH1578 lux ind inactive, SSB-PriA inh -5, Anthrax LF inh2 -3, PfHsp40 rescue 0.9, BoNT-A LC inh2 0.3, 3CLpro inhibitor 4, PrPC TRFRET 1 and TcdB GH inh -0.1.
For N#Cc1c2c(nc(N)c1-c1ccccc1)CCCCC2 the results were Y pestis TopoI -6, BH1578 lux ind inactive, SSB-PriA inh -1, Anthrax LF inh2 1, PfHsp40 rescue 0.1, BoNT-A LC inh2 0.0, 3CLpro inhibitor -2 and PrPC TRFRET -2.
Screening CCNc1nc(NCC)nc(OCCOC(=O)Nc2ccccc2)n1 returned Y pestis TopoI 2, BH1578 lux ind inactive, SSB-PriA inh 0, Anthrax LF inh2 0, PfHsp40 rescue 0.5, BoNT-A LC inh2 0.0, 3CLpro inhibitor 1, PrPC TRFRET -4 and TcdB GH inh 1.7.
Screening CS(=O)(=O)Nc1ccccc1C(=O)N1CCCC1 returned Y pestis TopoI 3, BH1578 lux ind inactive, SSB-PriA inh -8, Anthrax LF inh2 -2, PfHsp40 rescue -0.9, BoNT-A LC inh2 0.2, 3CLpro inhibitor -1 and PrPC TRFRET -7.
COc1cc(C2NC(=O)N(C)C(C)=C2C(=O)OCc2ccccc2)cc(Br)c1O (stereo not given) was read as Y pestis TopoI -6, BH1578 lux ind 0.3, SSB-PriA inh 2, Anthrax LF inh2 12, PfHsp40 rescue -0.8, BoNT-A LC inh2 -3.4, 3CLpro inhibitor 1, PrPC TRFRET -5 and TcdB GH inh 1.4.
Screening O=C(NC1CC1)C(=O)c1c(-c2ccccc2)[nH]c2ccccc12 returned Y pestis TopoI 2, BH1578 lux ind -0.1, SSB-PriA inh -3, Anthrax LF inh2 3, PfHsp40 rescue 0.3, BoNT-A LC inh2 -1.3, 3CLpro inhibitor 1, PrPC TRFRET -9 and TcdB GH inh 0.3.
For NC(=O)NC(=O)COC(=O)c1cccnc1Nc1ccccc1F the results were Y pestis TopoI 2, BH1578 lux ind -0.6, SSB-PriA inh 0, Anthrax LF inh2 -5, PfHsp40 rescue -0.8, BoNT-A LC inh2 -0.7, 3CLpro inhibitor -4, PrPC TRFRET -7 and TcdB GH inh 1.8.
`CCOC(=O)c1c(NC(=O)COC(=O)c2cnccn2)sc(C(=O)NC)c1C` gave Y pestis TopoI -8, BH1578 lux ind -4.2, SSB-PriA inh 0, Anthrax LF inh2 -1, PfHsp40 rescue 0.3, BoNT-A LC inh2 3.1, PrPC TRFRET 5 and TcdB GH inh 0.7.
`CCn1cc(C(=O)NCC2CCCO2)c(=O)c2cc(S(=O)(=O)N3CCC(C)CC3)ccc21` (stereo not given) gave Y pestis TopoI 13, BH1578 lux ind -0.8, SSB-PriA inh -19, Anthrax LF inh2 8, PfHsp40 rescue 0.2, BoNT-A LC inh2 1.5, 3CLpro inhibitor -1 and PrPC TRFRET 4.
Screening CC1(OC(=O)c2cccs2)C(=O)C=C2C=C3CCCN3C=C2C1=O (stereo not given) returned Y pestis TopoI 5, BH1578 lux ind inactive, SSB-PriA inh 6, Anthrax LF inh2 -13, PfHsp40 rescue 0.6 and BoNT-A LC inh2 -0.5.
`COCCN(C(=O)COC(=O)c1sccc1C)c1c(N)n(Cc2ccccc2)c(=O)[nH]c1=O` gave Y pestis TopoI 12, BH1578 lux ind -0.2, SSB-PriA inh -6, Anthrax LF inh2 1, PfHsp40 rescue -2.2, BoNT-A LC inh2 -2.0, 3CLpro inhibitor 4, PrPC TRFRET -1 and TcdB GH inh -0.7.

This is a subset; rates above refer to the full screens.
